Screens deposited in PubChem by several laboratories.
CDK5 inh – inhibitors of human CDK5/p35 kinase, primary screen, biochemical, single concentration; Cyclin-dependent kinase 5 (Homo sapiens) + Cyclin-dependent kinase 5 activator 1 (Homo …; Recombinant CDK5/p35, ADP-Glo luminescence, 60 min; inhibition, % at 10 µM; actives 0.01% (n = 330,000); AID 488839, 2010;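 active = highest replicate inhibition of at least 50% and at least 75% of replicates reaching 50%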;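 also: plate controls were DMSO neutral control for no effect and GW8510 at 10 µM for full effect; many of its hits are not listed in these tables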
Rtt109 Vps75 – inhibitors of C. albicans Rtt109/Vps75 HAT, primary screen, biochemical, ThioGlo CoA-SH fluorescence, plate reader. purified Rtt109/Vps75, 4 h. inhibition, % at 34.9 µM. actives 0.16% (n = 330,000). AID 540336, 2011;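 active = inhibition of at least 50% in every replicate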
Target sequence (Q5AAJ8 whole entry, looked up): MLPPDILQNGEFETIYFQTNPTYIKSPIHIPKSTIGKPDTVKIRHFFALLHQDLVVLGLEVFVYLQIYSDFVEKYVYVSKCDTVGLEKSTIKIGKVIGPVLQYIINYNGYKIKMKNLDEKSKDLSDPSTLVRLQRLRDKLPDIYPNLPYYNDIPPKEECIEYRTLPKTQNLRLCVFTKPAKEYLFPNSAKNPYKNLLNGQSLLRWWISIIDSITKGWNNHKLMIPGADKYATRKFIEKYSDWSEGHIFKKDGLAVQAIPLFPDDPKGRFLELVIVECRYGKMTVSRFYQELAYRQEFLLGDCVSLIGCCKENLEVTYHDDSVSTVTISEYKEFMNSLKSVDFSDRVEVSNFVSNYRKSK
SR-BI DiI inh – inhibitors of SR-BI mediated HDL lipid uptake, primary screen, ldlA[mSR-BI] cells, fluorescence, single point; Scavenger receptor class B member 1 (Mus musculus), Q61009; inhibition, % at 12.5 µM; AID 488896, 2010; actives 0.96% (n = 320,000); ldlA[mSR-BI] CHO cells, DiI-HDL uptake fluorescence, 3 h;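 active = mean replicate inhibition of at least 70% and a set share of replicates each scoring 70 or more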;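 also: 0% = median of neutral control wells and 100% = median of positive control wells; values of inactives mirror those of a sister screen read the other way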
SR-BI DiI-HDL act – activators of SR-BI mediated DiI-HDL uptake, primary screen, ldlA[mSR-BI] CHO cells, DiI fluorescence; 3 h; 100 = double the neutral-control signal; activation, % at 12.5 µM; actives 0.096% (n = 320,000); AID 504775, 2011;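 active = mean replicate activation of at least 60% and every replicate at or above 60%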;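 also: 0% = median plate neutral-control signal and 100% = twice that signal; values of inactives mirror those of a sister screen read the other way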
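System: LDL receptor-deficient CHO ldlA cells overexpressing murine SR-BI | Timing: 3 h uptake period with compound, 37 °C | Medium: HEPES-buffered (25 mM, pH 7.4) F12 plus 0.5% BSA | Dosing: Single-point compound dose | Signal: Bottom-read fluorescence, 550/595 nm | Read-out: Retained DiI signal reflecting DiI-HDL uptake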
Wnt bcat act – Wnt/beta-catenin pathway activators, primary screen, cell-based, plate reader, single point. Wnt/beta-catenin reporter cell assay, activator. activation, % at 9.35 µM. actives 1.2% (n = 300,000). AID 743398, 2014; in the data active = activation above about 30%, passing the limit was not always enough;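 also: 0% = neutral control wells and 100% = positive control wells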
RTF Ca sens act – cardiac RTF calcium sensitivity activators, primary screen, biochemical, IANBD-TnC fluorescence, EC20 calcium; IANBD-labeled TnC RTF fluorescence at EC20 calcium; 0% EC20 calcium, 100% full calcium; AID 493008, 2010; actives 0.24% (n = 340,000); activation, % at 7.2 µM; Troponin I, cardiac muscle (Homo sapiens) + Troponin T, cardiac muscle (Homo sapiens) + …;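 active = activation above the mean over all tested compounds plus 3 SD, cut at about 30% in these data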;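 also: rise in fluorescence read as greater calcium sensitivity of cardiac thin filaments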
HTR5A ag – HTR5A agonists in luminescence cell assay, primary screen, counter-screen for OPRM1-OPRD1 heterodimer agonist project, full-deck HTS; 5-hydroxytryptamine receptor 5A (Homo sapiens), P47898; actives 0.61% (n = 340,000); cell-based; activation, % at 9.3 µM; in the data active = activation mostly above about 9.5%, no sharp cut-off; inactive = mostly below about 7.6%;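 also: 0% = cells with vehicle only and 100% = reference agonist; strong numbers were not always called active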
Target sequence (P47898 whole entry, looked up): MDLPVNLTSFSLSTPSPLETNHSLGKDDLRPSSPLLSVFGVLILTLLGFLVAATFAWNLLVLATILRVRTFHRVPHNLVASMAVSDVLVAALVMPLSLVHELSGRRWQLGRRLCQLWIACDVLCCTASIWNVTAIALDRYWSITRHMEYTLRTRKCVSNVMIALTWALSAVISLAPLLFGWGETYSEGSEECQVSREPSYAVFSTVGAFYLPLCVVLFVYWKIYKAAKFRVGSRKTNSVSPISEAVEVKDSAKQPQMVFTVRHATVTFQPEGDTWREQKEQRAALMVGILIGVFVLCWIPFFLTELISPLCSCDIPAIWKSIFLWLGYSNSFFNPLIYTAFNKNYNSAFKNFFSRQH
MITF act – activators of MITF-driven TRPM1 promoter reporter, primary screen, cell-based, SK-MEL-5, luciferase, single point; SK-MEL-5 TRPM1-promoter luciferase, 24 h; % of positive control, neutral wells = 0; activation, % at 12.5 µM; actives 0.75% (n = 300,000);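 active = mean activation of at least 80% with every replicate also reaching 80%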;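 also: 0% = neutral control wells and 100% = parthenolide positive control wells; values of inactives mirror those of a sister screen read the other way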
PvdQ inh – P. aeruginosa PvdQ acylase inhibitors, primary screen, biochemical, fluorescence, plate reader and imaging, single point; PvdQ acylase [Pseudomonas aeruginosa LESB58]; purified PvdQ acylase; inhibition, % at 10 µM; actives 0.063% (n = 340,000); AID 488965, 2010; in the data active = inhibition above about 30%, passing the limit was not always enough;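 also: 0% = vehicle neutral wells and 100% = reference inhibitor wells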
dFosB activator – activators of delta FosB homodimer, primary screen, biochemical, fluorescence polarization, TAMRA-CDK5 oligo, single point; purified delta FosB; percent of positive-control signal above neutral wells; activation, % at 25 µM; actives 0.99% (n = 340,000); AID 493131, 2011;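 active = mean activation above about 17%, with every replicate also reaching it, limit read from the data, passing the limit was not always enough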;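 also: fluorescence polarization rise as delta FosB binds a TAMRA Cdk5 AP-1 oligo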
Target sequence (P13346 whole entry, looked up): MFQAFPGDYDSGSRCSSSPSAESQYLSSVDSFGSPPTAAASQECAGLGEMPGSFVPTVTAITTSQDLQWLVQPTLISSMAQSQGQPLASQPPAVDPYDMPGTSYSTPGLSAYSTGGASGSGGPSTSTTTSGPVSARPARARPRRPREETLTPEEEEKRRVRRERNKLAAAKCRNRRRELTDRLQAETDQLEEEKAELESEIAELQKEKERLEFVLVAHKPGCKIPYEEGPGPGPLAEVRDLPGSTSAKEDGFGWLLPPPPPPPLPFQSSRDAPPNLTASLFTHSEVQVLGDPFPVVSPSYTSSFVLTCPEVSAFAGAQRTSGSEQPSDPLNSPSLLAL
An asterisk follows results filed as active; & = joins results of further samples.

For Cc1c(C(=O)NCCCN2CCOCC2)oc2ccc(S(=O)(=O)N3CCOCC3)cc12 the results were CDK5 inh -0.7, Rtt109 Vps75 13, SR-BI DiI inh -15, SR-BI DiI-HDL act 15, Wnt bcat act -18, RTF Ca sens act 2, HTR5A ag 6, MITF act -4, PvdQ inh 2 and dFosB activator 2.
Screening CCOc1ccc(C(=O)CN2CCN(S(=O)(=O)c3ccc(OC)cc3)CC2)cc1 returned CDK5 inh -1.6, Rtt109 Vps75 -7, SR-BI DiI inh 12, SR-BI DiI-HDL act -12, RTF Ca sens act -5, HTR5A ag 6, MITF act 0, PvdQ inh -11 and dFosB activator 1.
CSc1ncccc1C(=O)Nc1ccc2c(c1)OCCO2 was read as CDK5 inh -1.1, Rtt109 Vps75 -3, SR-BI DiI inh 16, SR-BI DiI-HDL act -16, Wnt bcat act -1, RTF Ca sens act 3, HTR5A ag -3, MITF act 7, PvdQ inh 4 and dFosB activator 5.
For CCc1cc2c(=O)n(C(C)C(=O)OC3CCCCC3)cnc2s1 (stereo not given) the results were CDK5 inh 0.0, Rtt109 Vps75 -1, SR-BI DiI inh -19, SR-BI DiI-HDL act 19, Wnt bcat act 2, RTF Ca sens act -1, HTR5A ag 6, MITF act 100*, PvdQ inh 10 and dFosB activator -9.
Cc1c(NC(=O)CN2CCCc3ccccc32)c(=O)n(-c2ccccc2)n1C was read as CDK5 inh 2.8, Rtt109 Vps75 -2, SR-BI DiI inh -15, SR-BI DiI-HDL act 15, Wnt bcat act 3, RTF Ca sens act 4, HTR5A ag -3, MITF act -20, PvdQ inh -7 and dFosB activator -3.
`CCc1nc(N)nc(N)c1-c1ccc(Cl)c(N=[N+]=[N-])c1` gave CDK5 inh 1.3&3.5, Rtt109 Vps75 -5&11, SR-BI DiI inh 1&3, SR-BI DiI-HDL act -1&-3, Wnt bcat act 3&-3, RTF Ca sens act -8&3, HTR5A ag 2&1, MITF act -24, PvdQ inh 8&-1 and dFosB activator 4&-10.
For CCc1nnc(NC(=O)CCC(=O)NC2CCCc3ccccc32)s1 (stereo not given) the results were CDK5 inh 0.3, Rtt109 Vps75 -6, SR-BI DiI inh 8, SR-BI DiI-HDL act -8, Wnt bcat act -4, RTF Ca sens act 2, HTR5A ag 3, MITF act -8, PvdQ inh -4 and dFosB activator 2.
For Cc1cccc(N(C)S(=O)(=O)c2ccc3[nH]c(=O)c(=O)[nH]c3c2)c1 the results were CDK5 inh 0.7, Rtt109 Vps75 1, SR-BI DiI inh -6, SR-BI DiI-HDL act 6, RTF Ca sens act 2, HTR5A ag 0, MITF act 8, PvdQ inh 10 and dFosB activator -3.
CCOC(=O)c1cc([N+](=O)[O-])sc1NC(=O)CC was read as CDK5 inh -0.6, Rtt109 Vps75 7, Wnt bcat act 0, RTF Ca sens act 1, HTR5A ag 0, MITF act -7, PvdQ inh -14 and dFosB activator 3.
Screening Cc1c(CCO)c(=O)n(-c2ccccc2)n1S(=O)(=O)c1ccc(Cl)cc1 returned CDK5 inh -0.1, Rtt109 Vps75 -3, SR-BI DiI inh -19, SR-BI DiI-HDL act 19, Wnt bcat act -4, RTF Ca sens act -3, HTR5A ag -3, MITF act -2, PvdQ inh 6 and dFosB activator -7.

Part of the list above in order of number of heavy atoms, largest number first.
Screening CCOc1ccc(C(=O)CN2CCN(S(=O)(=O)c3ccc(OC)cc3)CC2)cc1 returned CDK5 inh -1.6, Rtt109 Vps75 -7, SR-BI DiI inh 12, SR-BI DiI-HDL act -12, RTF Ca sens act -5, HTR5A ag 6, MITF act 0, PvdQ inh -11 and dFosB activator 1.
For Cc1cccc(N(C)S(=O)(=O)c2ccc3[nH]c(=O)c(=O)[nH]c3c2)c1 the results were CDK5 inh 0.7, Rtt109 Vps75 1, SR-BI DiI inh -6, SR-BI DiI-HDL act 6, RTF Ca sens act 2, HTR5A ag 0, MITF act 8, PvdQ inh 10 and dFosB activator -3.
`CCc1nc(N)nc(N)c1-c1ccc(Cl)c(N=[N+]=[N-])c1` gave CDK5 inh 1.3&3.5, Rtt109 Vps75 -5&11, SR-BI DiI inh 1&3, SR-BI DiI-HDL act -1&-3, Wnt bcat act 3&-3, RTF Ca sens act -8&3, HTR5A ag 2&1, MITF act -24, PvdQ inh 8&-1 and dFosB activator 4&-10.

The listing continues.
For COc1ccccc1NS(=O)(=O)c1cccc(C(=O)NCc2ccncc2)c1 the results were CDK5 inh 1.0, Rtt109 Vps75 2, SR-BI DiI inh 4, SR-BI DiI-HDL act -4, Wnt bcat act -2, RTF Ca sens act -10, HTR5A ag -5, MITF act 5, PvdQ inh 15 and dFosB activator -2.
Screening COc1cccc(-n2c(=O)c3c(C)c(C(=O)N(C)C)sc3n(CC(=O)NCCc3ccc(OC)c(OC)c3)c2=O)c1 returned CDK5 inh 0.5, Rtt109 Vps75 9, SR-BI DiI inh -4, SR-BI DiI-HDL act 4, Wnt bcat act -2, RTF Ca sens act 10, HTR5A ag 3, MITF act 4, PvdQ inh -12 and dFosB activator -7.
COc1ccc(C(=O)NCCCCNC(=O)c2ccc(OC)c(OC)c2)cc1OC was read as CDK5 inh 0.8, Rtt109 Vps75 5, SR-BI DiI inh 31, SR-BI DiI-HDL act -31, Wnt bcat act -1, RTF Ca sens act 6, HTR5A ag 3, MITF act -11, PvdQ inh -7 and dFosB activator -8.
Screening CCOCCOc1nc(C)cc(C)c1S(=O)(=O)c1ccccc1C returned CDK5 inh -0.5, SR-BI DiI inh -16, SR-BI DiI-HDL act 16, Wnt bcat act -1, RTF Ca sens act -3, HTR5A ag 4, MITF act 11, PvdQ inh -14 and dFosB activator 2.
`Cc1cccc(OCC(=O)NNC(=O)c2ccc([N+](=O)[O-])cc2)c1` gave CDK5 inh -2.0, Rtt109 Vps75 -21, SR-BI DiI inh -2, SR-BI DiI-HDL act 2, Wnt bcat act -3, RTF Ca sens act 3, HTR5A ag 0, MITF act 4, PvdQ inh -9 and dFosB activator -1.
CC1(C(=O)NCCCN2CCOCC2)Oc2cccnc2NC1=O (stereo not given) was read as CDK5 inh -1.1, Rtt109 Vps75 -3, SR-BI DiI inh -25, SR-BI DiI-HDL act 25, Wnt bcat act 0, RTF Ca sens act 1, HTR5A ag -4, MITF act -10, PvdQ inh 5 and dFosB activator 3.
For COc1ccc(S(=O)(=O)N2CCCCC2)cc1NC(=O)Cn1cnc2c1c(=O)n(C)c(=O)n2C the results were CDK5 inh 0.2, Rtt109 Vps75 15, SR-BI DiI inh -5, SR-BI DiI-HDL act 5, Wnt bcat act -2, RTF Ca sens act -1, MITF act -4, PvdQ inh 0 and dFosB activator 3.
For CCOC(=O)c1sc(C)c2c(=O)n(CCCN3CCOCC3)cnc12 the results were CDK5 inh 0.1, Rtt109 Vps75 -2, SR-BI DiI inh -4, SR-BI DiI-HDL act 4, RTF Ca sens act -2, HTR5A ag 3, MITF act -6, PvdQ inh -8 and dFosB activator 7.
For OCCN(/C=N/c1nc(-c2ccc(Br)cc2)cs1)CCO the results were CDK5 inh 1.2, Rtt109 Vps75 16, SR-BI DiI inh 8, SR-BI DiI-HDL act -8, Wnt bcat act -1, RTF Ca sens act 4, HTR5A ag 4, MITF act 58, PvdQ inh -9 and dFosB activator -1.
For COc1ccc2nc(SCC(=O)N3CCN(c4ccc(F)cc4)CC3)c(C#N)cc2c1 the results were CDK5 inh 0.8, Rtt109 Vps75 -1, SR-BI DiI inh 7, SR-BI DiI-HDL act -7, RTF Ca sens act 0, HTR5A ag 0, MITF act 5, PvdQ inh -9 and dFosB activator -13.
`COc1cc(OC)cc(C(=O)NCCSc2c[nH]c3ccccc23)c1` gave CDK5 inh 0.4, Rtt109 Vps75 15, SR-BI DiI inh 27, SR-BI DiI-HDL act -27, Wnt bcat act 2, RTF Ca sens act -3, HTR5A ag 6, MITF act -23, PvdQ inh 15 and dFosB activator -8.
Cc1cnc(C(=O)OCC(=O)N2CCN(C(=O)c3ccco3)CC2)cn1 was read as CDK5 inh 0.1, Rtt109 Vps75 -5, SR-BI DiI inh -13, SR-BI DiI-HDL act 13, Wnt bcat act -1, RTF Ca sens act -3, HTR5A ag 0, MITF act -7, PvdQ inh -9 and dFosB activator -1.
Screening Cc1ccc(S(=O)(=O)Nc2c(C)nn(C)c2C)c(C)c1 returned CDK5 inh -5.5, Rtt109 Vps75 -16, SR-BI DiI inh -11, SR-BI DiI-HDL act 11, Wnt bcat act -1, RTF Ca sens act -1, HTR5A ag 4, MITF act -3, PvdQ inh -6 and dFosB activator 0.
COc1ccc(C(=O)Nc2ccccc2C(=O)Nc2ccccc2C(=O)O)cc1 was read as CDK5 inh -0.2, Rtt109 Vps75 16, SR-BI DiI inh 19, SR-BI DiI-HDL act -19, Wnt bcat act 0, RTF Ca sens act -5, HTR5A ag 3, PvdQ inh -3 and dFosB activator -34.
For Cc1oc(-c2ccc(Cl)cc2)nc1CS(=O)CC(=O)NCc1ccccn1 (stereo not given) the results were CDK5 inh 0.6, Rtt109 Vps75 0, SR-BI DiI inh 9, SR-BI DiI-HDL act -9, Wnt bcat act 1, RTF Ca sens act 3, HTR5A ag 3, MITF act 1, PvdQ inh -9 and dFosB activator -11.
`c1ccc2c(c1)NC1(CCCCCC1)n1c-2nc2ccccc21` gave CDK5 inh -0.4, Rtt109 Vps75 21, SR-BI DiI inh 15, SR-BI DiI-HDL act -15, RTF Ca sens act -1, HTR5A ag 7, PvdQ inh -1 and dFosB activator 2.
O=C(NC1CCCC1)C1C2C=CC3(CN(Cc4cccs4)C(=O)C13)O2 (stereo not given) was read as CDK5 inh -3.3, Rtt109 Vps75 18, SR-BI DiI inh -8, SR-BI DiI-HDL act 8, Wnt bcat act 0, RTF Ca sens act -3, HTR5A ag 2, PvdQ inh -15 and dFosB activator -5.
For O=C(COC(=O)c1cc([N+](=O)[O-])ccc1NCCO)Nc1cccc(S(=O)(=O)N2CCCC2)c1 the results were CDK5 inh -0.8, Rtt109 Vps75 11, SR-BI DiI inh 31, SR-BI DiI-HDL act -31, Wnt bcat act -4, RTF Ca sens act 3, HTR5A ag -4, MITF act 0, PvdQ inh 16 and dFosB activator 31*.
Screening CCCCc1nc(Cl)c(C#N)c2c1CCCC2 returned CDK5 inh 0.0, Rtt109 Vps75 -3, SR-BI DiI inh 27, SR-BI DiI-HDL act -27, Wnt bcat act -6, RTF Ca sens act -7, HTR5A ag -1, MITF act -4, PvdQ inh -10 and dFosB activator 0.
